# Screening results: PubChem BioAssay, several laboratories
# GPR55 antagonists = GPR55 antagonists blocking LPI-driven arrestin recruitment, primary screen, imaging, U2OS, beta-arrestin-GFP, LPI agonist (AID 2013); U2OS GPR55 beta-arrestin-GFP translocation imaging, LPI antagonism; higher % means a stronger effect; one-dose inhibition, % at 10 µM; IC50 in µM for titrated hits; 290,000 compounds, 0.13% hits;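 active = spots per cell inhibited over 60%, with over 100 cells counted and total cytoplasm intensity under 500,000; inconclusive = wells with under 100 cells, flagged as likely toxic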;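 also: U2OS cells stably carrying GPR55 and arrestin-GFP stimulated by 5 µM LPI near EC80; imaged beta-arrestin-GFP aggregate spots per cell after agonist stimulation; plate controls were LPI-stimulated DMSO wells for no effect and DMSO wells without LPI for full effect; some results filed as inactive read as strong as hits; confirmed hits need IC50 under 10 µM and bright autofluorescent wells are also inconclusive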
# NOD1 inhibition = NOD1 signaling inhibitors, primary screen, cell-based, luminescence, uHTS (AID 1578); one-dose inhibition, % at 4 µM; EC50 in µM for titrated hits; NOD1-driven NF-kB luciferase reporter cells, luminescence; higher % means a stronger effect; 290,000 compounds, 1% hits; in the data active = inhibition mostly above about 36%, no sharp cut-off; inactive = mostly below about 34%;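 also: HEK-293T reporter cells stimulated with the NOD1 agonist gamma-tri-DAP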
# GPR55 activation = GPR55 agonists via beta-arrestin recruitment, primary screen, imaging, U2OS cells, beta-arrestin-GFP redistribution (AID 1961); U2OS GPR55 beta-arrestin-GFP redistribution imaging; higher % means a stronger effect; activation, % at 10 µM; hits with a dose series show EC50 in µM; 290,000 compounds, 0.048% hits;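 active = activation above 40% with more than 50 cells counted in the well; inconclusive = wells holding fewer than 50 cells, flagged as toxic or sparse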;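 also: U2OS osteosarcoma cells stably expressing GPR55 and beta-arrestin-GFP; plate controls were DMSO negative control for no effect and LPI positive control for full effect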
# Myeloid diff 2 = promotes myeloid progenitor differentiation; ER-HoxA9 myeloid progenitors, lysozyme-GFP differentiation, flow cytometry; calls only at 10 µM; 360,000 compounds, 1% hits;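 active = normalized GFP-positive differentiation at or above the plate's own cutoff, the solvent-only control mean plus 3 SD; inconclusive = no clear call, values can overlap the other calls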;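 also: cells exposed to compound for four days before flow analysis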
# KOR beta-arrestin-1 = KOR agonists, beta-arrestin recruitment, primary screen, cell-based, luminescence, uHTS (AID 1777); KOR beta-arrestin recruitment, luminescence; higher % means a stronger effect; activation, % at 10 µM; hits with a dose series show EC50 in µM; 280,000 compounds, 0.02% hits; in the data active = activation above about 50%, passing the limit was not always enough; also: a part of the inactive calls stands beside numbers as strong as those of hits
# NTR1 agonist = agonists of NTR1, primary screen, imaging, U2OS cells, beta-arrestin-GFP, high content (AID 493036) | 330,000 compounds, 0.17% hits | NTR1-U2OS beta-arrestin-GFP spot imaging, agonist mode | activation, % at 20 µM;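 active = activation at or above 40% of the spot to cytoplasm intensity ratio, with at least 20 cells analyzed; inconclusive = wells under 20 cells, flagged as cytotoxic or low count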;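 also: 0% = DMSO without peptide and 100% = 100 nM NTR1 peptide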
# Target sequence (P30989 whole entry, looked up): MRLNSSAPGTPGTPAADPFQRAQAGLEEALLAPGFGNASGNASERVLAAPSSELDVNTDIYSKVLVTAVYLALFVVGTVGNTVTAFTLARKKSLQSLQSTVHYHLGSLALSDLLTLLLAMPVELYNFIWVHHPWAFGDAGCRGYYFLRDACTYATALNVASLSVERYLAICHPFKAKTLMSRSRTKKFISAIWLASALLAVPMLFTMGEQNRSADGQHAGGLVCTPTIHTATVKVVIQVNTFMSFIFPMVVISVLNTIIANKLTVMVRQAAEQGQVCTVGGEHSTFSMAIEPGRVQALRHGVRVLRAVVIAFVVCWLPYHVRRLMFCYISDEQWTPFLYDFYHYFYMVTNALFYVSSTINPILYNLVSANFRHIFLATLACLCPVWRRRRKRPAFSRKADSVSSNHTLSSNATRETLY
# T cell HTS = T cell immune modulation candidate. 2C CD8+ T cell-vesicle binding, flow cytometry; stronger effect = lower value. 330,000 compounds, 0.068% hits. calls only at 7 µM;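 active = response, share of CD8 T cells binding vesicles, and their 90th percentile fluorescence all below set limits, cut at about 80% in these data, passing the limit was not always enough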
#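 incubation = binding step 1.5 h, 37 °C, antibody labelling 20 min, ice | test system = 2C mouse CD8+ T cells | read-out basis = percent CD8+ FL2 mean versus row control | controls = Peptide-free naked vesicles (low) and QL9 vesicles with 0.7% DMSO vehicle (high) | detection = flow cytometry of vesicle-bound cells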
# KOR beta-arrestin-2 = KOR antagonists, beta-arrestin recruitment, cell-based, luminescence, uHTS (AID 1778); KOR beta-arrestin recruitment, luminescence, antagonist mode; higher % means a stronger effect; 290,000 compounds, 0.091% hits; inhibition, % at 10 µM, or IC50 in µM where a hit was titrated; also: strong numbers were not always called active
# NOD2 inhibition = inhibition of NOD2-driven NF-kB reporter – cell-based, luminescence, uHTS, HEK293 (AID 1566); HEK293 NOD2/NF-kB luciferase reporter, luminescence; higher % means a stronger effect; inhibition, % at 4 µM, or EC50 in µM where a hit was titrated; 290,000 compounds, 0.63% hits; also: many of its hits are not listed in these tables
# T cell HTS vesicle-bound % = recorded beside T cell HTS, whose call it bears; double positive events, %; measured here: CD8+ vesicle-bound cell fraction;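 binding gate set so that unloaded-vesicle control wells show 10% double positive cells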
# NTR1 agonist cell count 20 µM = also measured in NTR1 agonist; calls as there; cell count; measured here: cell count, cytotoxicity flag
# Myeloid diff 2 GFP+ MAC1+ % = also measured in Myeloid diff 2; calls as there; GFP+ MAC1+ double positive, %; measured here: differentiation confirmed by MAC1 staining
# * marks the source's active call; other numbers are inactive results; i = inactive; ? = inconclusive; / = no result given; + = active, no number; [ ] = another dose, or the depositor's remark. Rule as the data show it, unless noted: active = inhibition above about 50%; inactive = the rest. This is a subset, so the mix of outcomes need not match the whole.
# Each structure is followed by: GPR55 antagonists	NOD1 inhibition	GPR55 activation	Myeloid diff 2	Myeloid diff 2 GFP+ MAC1+ %	KOR beta-arrestin-1	NTR1 agonist	NTR1 agonist cell count 20 µM	T cell HTS	T cell HTS vesicle-bound %	KOR beta-arrestin-2	NOD2 inhibition
O=C1c2ccccc2C(=O)N1CSc1nnnn1-c1ccccc1
 : -4%	-26%	-0.1%	i	1.0	-0.7%	0.3	77	i	50	4%	-2%
Cc1cc(C)nc(NS(=O)(=O)c2ccc(NC(=O)c3cc4c(=O)n5cccc(C)c5nc4n3C)cc2)n1
 : 13%	-33%	0.2%	i	1.7	1.7%	-0.4	40	i	44	-21%	24%
COc1c(C)cc(C(=O)C2CCCN(S(=O)(=O)c3c(C)noc3C)C2)cc1C (stereo unspecified)
 : -9%	49%*	0.1%	i	0.4	0.9%	2.7	39	i	26	-34%	-14%
CCNc1nc(Cl)nc(NC2CCCCC2)n1
 : 9%	-50%	0.3%	i	0.7	-1.6%	1.3	60	i	17	-9%[20 µM]	-18%
Cc1nc(CCNC(=O)CC2C(=O)NCCN2Cc2ccccc2)nc2c1CCC2 (stereo unspecified)
 : -6%	-27%	0.2%	i	2.9	6.6%	2.0	70	i	21	-18%	0%
Fc1nc(F)c(F)c(NCCCNc2c(F)c(F)nc(F)c2F)c1F
 : -5%	-4%	-0.6%	i	0.2	-1.5%	8.8	54	i	34	-8%	21%
Cn1c(SCc2ccccc2C#N)nc2ccccc2c1=O
 : -2%	-14%	-0.1%	i	3.8	3.0%	1.5	30	i	46	-11%	12%
CC1CN(S(=O)(=O)c2ccc(C(=O)Nc3ccc(S(=O)(=O)Nc4nccs4)cc3)cc2)CC(C)O1 (stereo unspecified)
 : -4%	-10%	-0.3%	i	0.3	2.4%	-0.5	54	i	6	8%	20%
CSc1ccc(CNc2nnnn2C)cc1
 : 4%	-31%	0.2%	i	0.6	-1.7%	-1.0	49	i	60	-16%	12%
Cc1ccc(-c2csc(NC(=O)CSc3nc4ccccc4c(=O)n3CCCN(C)C)n2)cc1
 : 9%	-15%	0.6%	i	0.5	-2.2%	11	27	i	27	-24%	-2%
Nc1cccc2[nH]c(C(F)(F)F)nc12
 : -17%	-40%	-0.1%	i	0.1	2.1%	-0.7	62	i	56	-3%	-20%
CCOC(=O)c1ccc(NC(=O)CCOc2ccc(C)cc2)cc1
 : -7%	-15%	0.0%	i	1.1	3.9%	-0.8	69	i	23	-38%	-6%
COc1cc(OC)cc(C(=O)NCCSc2c[nH]c3ccccc23)c1
 : 3%	3%	-0.1%	i	2.1	-1.8%	5.0	63	i	24	-5%	12%
CCOC(=O)C1(Cc2ccc(Cl)cc2)CCN(C(=O)c2cc(C)nc(C)n2)CC1
 : -8%	-12%	-0.2%	i	1.0	-2.1%	-1.1	37	i	61	-20%	14%
COc1ccc(NC(=O)c2ccc3c(c2)CCN3S(=O)(=O)c2ccccc2)c(OC)c1
 : 5%	-17%	-0.2%	i	1.0	0.8%	-0.6	45	i	24	-1%	30%

# Each structure is followed by: GPR55 antagonists	NOD1 inhibition	GPR55 activation	Myeloid diff 2	Myeloid diff 2 GFP+ MAC1+ %	KOR beta-arrestin-1	NTR1 agonist	NTR1 agonist cell count 20 µM	T cell HTS	T cell HTS vesicle-bound %	KOR beta-arrestin-2	NOD2 inhibition
Cc1ccc(C(O)P(=O)(OCCC(C)C)c2ccc(N(C)C)cc2)cc1 (stereo unspecified)
 : -5%	-10%	-0.1%	i	0.6	1.6%	3.1	94	i	28	-37%	10%
CCN(CC)C(=O)C1c2ccccc2Oc2ccccc21
 : 6%	-12%	-0.1%	+	1.0*	6.4%	-0.4	66	i	50	-8%	-7%
CCN(CC)C(=O)Cn1c(=O)n(C)c2ccccc21
 : 3%	2%	-0.1%	i	2.7	/	-6.5	98	i	40	/	15%
Cc1cccc(NC(=O)CN2CCOCC2)c1C
 : 0%	-16%	0.3%	i	0.8	/	-0.5	62	i	59	5%[20 µM]	2%
CC(=O)N(Nc1ccccc1)c1ccccc1
 : 1%	-4%	0.0%	i	0.7	-2.5%	-0.9	43	i	31	-34%	5%
CCCCN1C(=S)NC[C@@H]1Cc1ccccc1
 : -11%	-27%	-0.1%	i	2.4	-6.4%	-1.2	89	i	5	0%	6%
CSc1ccccc1N=Cc1nc(-c2ccccc2)oc1O
 : 5%	24%	0.3%	i	0.8	-4.7%	1.9	59	i	5	-18%	16%
CC12CCC(=O)C=C1CCC1C2C(O)CC2(C)C1CCC2(O)C(=O)CO (stereo unspecified)
 : 6%	-22%	0.8%	i	8.0	-4.8%	2.0	55	i	23	-32%[20 µM]	24%
C/C(=N/NC(=O)CNC(=O)c1ccco1)c1ccc(Cl)cc1
 : 5%	-12%	-0.2%	i	6.1	-1.2%	1.9	65	i	1	-30%	9%
CN(CCO)c1ncnc2nc[nH]c12
 : 5%	-1%	0.0%	i	2.0	3.1%	0.6	47	i	43	-7%	18%
Cc1ccc(NS(=O)(=O)c2ccc3c(c2)n(C)c(=O)c(=O)n3C)c(C)c1
 : -8%	24%	0.3%	?	/	6.4%	-0.6	62	i	54	-12%	37%
COc1ccc2c(c1)CCc1c(C(=O)NCCCn3ccnc3)noc1-2
 : 13%	-10%	-0.1%	i	0.9	-1.5%	-0.1	63	i	8	0%	5%
CC(=O)Nc1ccc(S(=O)(=O)N(C)CC(=O)OCC(=O)c2cc(C)n(-c3ccc4c(c3)OCO4)c2C)cc1
 : 13%	-19%	-0.4%	i	0.7	3.9%	-0.5	66	i	25	19%	0%
Cc1cccc(N2CC(C(=O)Nc3ccc4c(c3)OCO4)CC2=O)c1C (stereo unspecified)
 : 7%	-4%	0.3%	i	0.1	-7.7%	-0.8	91	i	62	4%	-16%
CCOc1ccc(N=Nc2cc(C(C)C)ccc2O)cc1
 : 11%	-32%	-0.5%	i	0.0	-0.7%	0.4	74	i	44	-8%	15%

# Shown with tabs: entries from further up
Molecule	GPR55 antagonists	NOD1 inhibition	GPR55 activation	Myeloid diff 2	Myeloid diff 2 GFP+ MAC1+ %	KOR beta-arrestin-1	NTR1 agonist	NTR1 agonist cell count 20 µM	T cell HTS	T cell HTS vesicle-bound %	KOR beta-arrestin-2	NOD2 inhibition
Cc1cccc(N2CC(C(=O)Nc3ccc4c(c3)OCO4)CC2=O)c1C (stereo unspecified)	7%	-4%	0.3%	i	0.1	-7.7%	-0.8	91	i	62	4%	-16%
CCN(CC)C(=O)Cn1c(=O)n(C)c2ccccc21	3%	2%	-0.1%	i	2.7	/	-6.5	98	i	40	/	15%

# The results go on.
# Each structure is followed by: GPR55 antagonists	NOD1 inhibition	GPR55 activation	Myeloid diff 2	Myeloid diff 2 GFP+ MAC1+ %	KOR beta-arrestin-1	NTR1 agonist	NTR1 agonist cell count 20 µM	T cell HTS	T cell HTS vesicle-bound %	KOR beta-arrestin-2	NOD2 inhibition
CN1C(=O)/C(=C/c2cn(CC(=O)N3CCCCC3)c3ccccc23)c2ccccc21
 : 20%	14%	0.3%	/	/	-2.3%	19	48	i	38	-9%	7%
CCN(CC)CCCN(C(=O)c1ccco1)c1nc(-c2ccc(Cl)cc2)cs1
 : 0%	-12%	-0.3%	i	0.2	-0.8%	1.3	64	i	51	-16%[20 µM]	-27%
O=C(CCc1ccccc1)N1CCN(c2ccc(F)cc2)CC1
 : 0%	-16%	0.2%	i	1.0	-1.9%	-1.5	46	i	38	-35%[20 µM]	10%
O=C(CNC(=O)c1cccs1)NCC(=O)OCc1ccccc1Br
 : 1%	-29%	-0.2%	i	0.2	-0.7%	2.4	53	i	42	-13%	3%
O=C(O)c1ccccc1N1C(=O)c2cccc3cccc(c23)C1=O
 : 3%	-14%	-0.3%	i	1.0	-5.3%	0.1	52	i	54	-5%[20 µM]	2%
O=C(Cc1ccccc1)NCC(=O)Nc1cccc(Cl)c1
 : 0%	-22%	0.2%	i	0.5	-1.1%	0.0	47	i	26	-36%	7%
O=C(Nc1ccc(F)cc1)C1CCN(S(=O)(=O)c2ccc3[nH]c(=O)oc3c2)CC1
 : 2%	-42%	0.0%	i	1.8	6.1%	-0.5	54	i	20	-30%	4%
COc1ccc(Nc2nnc(SCC(=O)Nc3ccc4[nH]c(=O)[nH]c4c3)s2)cc1
 : 0%	-22%	0.1%	i	1.1	-5.8%	0.3	40	i	19	2%	12%
Nc1nc(SCC(=O)Nc2ccc(C(F)(F)F)cc2)[nH]c(=O)c1NC(=O)c1ccc(F)c(F)c1
 : -7%	-2%	-0.2%	i	1.8	-1.1%	0.5	36	i	60	16%	22%
Cc1ccccc1C(=O)c1c[nH]c(C(=O)NCc2cccs2)c1
 : -2%	2%	0.3%	i	0.6	3.8%	-0.4	52	i	39	-19%	8%
CCCC(=O)Nc1nnc(-c2ccc(Cl)s2)o1
 : 0%	0%	-0.2%	i	2.7	-0.5%	-2.0	87	i	28	22%	4%
COc1ccccc1OCCn1c(C(C)O)nc2ccccc21 (stereo unspecified)
 : -8%	3%	0.9%	i	1.1	-4.9%	-1.0	95	i	23	28%	4%
CCc1ccccc1NC(=O)CSc1nnc([C@@H](NC(=O)OC(C)(C)C)C(C)CC)o1 (stereo partly specified)
 : 13%	-11%	-0.1%	i	0.5	2.5%	2.0	84	i	46	-11%	-1%
CCOC(=O)c1sc(=S)n(CC)c1NC(=O)CC
 : 6%	-18%	-0.2%	i	8.0	-0.4%	-0.2	44	i	16	-12%	-9%
COc1ccc(C(=O)CN2CCN(S(=O)(=O)c3cccc([N+](=O)[O-])c3)CC2)cc1OC
 : 12%	-25%	0.5%	i	0.4	-1.2%	0.6	77	i	62	-22%	9%
O=C(c1cc([N+](=O)[O-])ccc1Cl)N1c2ccccc2Sc2ccccc21
 : 9%	-35%	-0.1%	i	0.1	1.3%	7.1	78	i	40	-15%	13%
CCOC(=O)c1cc(S(=O)(=O)NC2CCC(C)CC2)cn1C (stereo unspecified)
 : 10%	2%	-0.1%	i	0.7	-5.1%	1.2	53	i	14	-31%	5%
CC(C)=CC(=O)O[C@H]1[C@@H]2[C@H](C)C(=O)O[C@@H]2C[C@@H](C)[C@@H]2[C@@H](O)CC(=O)[C@]21C
 : 7%	-1%	0.8%	i	2.5	-0.1%	3.4	48	i	28	21%	7%
